IL2 activator = IL-2 activation; IL-2 activation reporter assay, cell-based qHTS; stimulated with anti-CD3/CD4/CD28 beads; in transgenic mouse T cells; activation, % (series mostly up to about 46 µM); actives 0.065% (n = 360,000); AID 652025; in the data active means activation above about 50%; inconclusive means mostly about 30% to 49%; further: 0% is about no effect
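Screening format: compound pinned onto unstimulated transgenic mouse T cells, 60 min incubation, then anti-CD3/anti-CD4/anti-CD28 bead stimulation for 18 hours at 37 degrees C, followed by EGFP and DsRed detection.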
HEK293 tox = cytotoxicity counter-screen for GLP-1 receptor inverse agonists | HEK293 cAMP-luciferase reporter cells, luminescence, 24 h | Potency, µM (titrated, usually from 38.3 µM), inactives show at the highest dose activity change, negative = inhibition, hits mostly inhibitors | actives 0.13% (n = 410,000) | AID 624418;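 further: loss of luciferase light is scored as toxicity; potency means the concentration at half of the fitted maximal effect; on the % scale 0 is the no-effect control and ±100 the full control effect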
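Luminescence readout: signal drop marks cytotoxicity. Plated cells grew 12 h at 37 °C, 5% CO2, received 23 nL compound for 24 h, then got luciferase reagent, read after 12 min at RT.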
PLK1 PBD inh = PLK1 (human) polo-box domain binding inhibition; Plk1 PBD binding of FITC phosphopeptide, fluorescence polarization; actives 2.8% (n = 360,000); Potency, µM, for the others: max response, negative = inhibition, usual class: inhibitors; AID 720504; P53350; further: potency means the concentration at half of the fitted maximal effect; series mostly up to about 57 µM; on the % scale 0 is the no-effect control and ±100 the full control effect; nearly all actives have a fitted effect of over 65% in size
PI5P4K alpha inh = inhibitors of human PI5P4K alpha | P48426 | PI5P4Kalpha enzyme, ADP-Glo luminescence, 60 min; stronger effect = lower value | max response, % | actives 1.2% (n = 330,000); active means max response of -50% or lower; inconclusive means between -30% and -50%; inactive means -30% or higher; further: value at the top dose of about 77 µM; on the % scale 0 is the no-effect control and ±100 the full control effect
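Single end-point luminescence (ADP-Glo) quantified ADP from PI5P4Kalpha turnover; ATP 5 microM final, 1 h at RT, 0.1% CHAPS and 0.28 mM EGTA in HEPES pH 7.4.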
EPAC1 agonist = agonists of human EPAC1. EPAC1 agonist qHTS, biochemical assay; response scale: 100% = response to 6.5 mM cAMP. actives 0.073% (n = 360,000). AID 720707. Potency, µM (top dose mostly 154 µM), inactives show at the top dose activation, usual class: activators; further: potency means the concentration at half of the fitted maximal effect; nearly all actives have a fitted effect of over 60% in size
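Multi-concentration qHTS readout: loss of Rap1B-bound BODIPY-GDP fluorescence driven by 100 nM EPAC1 with excess GDP (50 uM), monitored kinetically at room temperature; agonist response expressed relative to 6.5 mM cAMP.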
EPAC1 antag = EPAC1 (human) antagonism; O95398; EPAC1 GEF assay, Rap1b-BODIPY-GDP exchange fluorescence; Potency, µM (series often up to 115 µM), inactives show at the highest dose activity change, negative = inhibition, usual class: inhibitors; actives 0.14% (n = 360,000); AID 720709;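 further: potency means the concentration at half of the fitted maximal effect; plate controls were vehicle for no effect and positive control for full effect; nearly all actives have a fitted effect of over 50% in size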
GLP1R ag = activates the human GLP-1 receptor; P43220; HEK293 GLP-1R CRE-luciferase, luminescence, 4-6 h; cells express a hypersensitive GLP-1R form; Potency, µM (doses to about 45.6 µM), inactives show top-dose activation, most hits filed as activators; actives 0.007% (n = 380,000); AID 624172; further: potency means the concentration at half of the fitted maximal effect; % of control where 0% means no effect
Target sequence (P43220 whole entry, looked up): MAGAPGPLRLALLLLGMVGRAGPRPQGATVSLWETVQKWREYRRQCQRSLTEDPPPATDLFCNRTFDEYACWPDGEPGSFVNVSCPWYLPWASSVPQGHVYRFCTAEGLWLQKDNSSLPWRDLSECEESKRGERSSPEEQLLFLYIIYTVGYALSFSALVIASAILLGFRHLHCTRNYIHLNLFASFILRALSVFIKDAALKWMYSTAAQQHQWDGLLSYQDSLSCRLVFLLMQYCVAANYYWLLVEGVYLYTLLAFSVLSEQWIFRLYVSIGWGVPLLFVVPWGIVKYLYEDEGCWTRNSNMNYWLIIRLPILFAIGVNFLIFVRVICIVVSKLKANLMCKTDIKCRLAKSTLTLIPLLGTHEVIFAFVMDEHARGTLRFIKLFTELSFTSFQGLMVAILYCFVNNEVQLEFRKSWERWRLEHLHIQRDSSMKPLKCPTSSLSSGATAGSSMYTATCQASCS
PTHR1 ag = activates the human parathyroid hormone receptor PTHR1 | Q03431 | HEK293 GP2 PTHR1 cells, GloSensor cAMP luminescence, 1 h | Potency, µM (highest dose often 115 µM), inactives show top-dose activation, usual class: activators | actives 0.075% (n = 410,000) | AID 743266; further: potency means the concentration at half of the fitted maximal effect; nearly all actives have a fitted effect of over 55% in size; some results filed as inactive show a strong effect at the top dose; inactives centre near -15; many of its hits are not listed in these tables
Target sequence (Q03431 whole entry, looked up): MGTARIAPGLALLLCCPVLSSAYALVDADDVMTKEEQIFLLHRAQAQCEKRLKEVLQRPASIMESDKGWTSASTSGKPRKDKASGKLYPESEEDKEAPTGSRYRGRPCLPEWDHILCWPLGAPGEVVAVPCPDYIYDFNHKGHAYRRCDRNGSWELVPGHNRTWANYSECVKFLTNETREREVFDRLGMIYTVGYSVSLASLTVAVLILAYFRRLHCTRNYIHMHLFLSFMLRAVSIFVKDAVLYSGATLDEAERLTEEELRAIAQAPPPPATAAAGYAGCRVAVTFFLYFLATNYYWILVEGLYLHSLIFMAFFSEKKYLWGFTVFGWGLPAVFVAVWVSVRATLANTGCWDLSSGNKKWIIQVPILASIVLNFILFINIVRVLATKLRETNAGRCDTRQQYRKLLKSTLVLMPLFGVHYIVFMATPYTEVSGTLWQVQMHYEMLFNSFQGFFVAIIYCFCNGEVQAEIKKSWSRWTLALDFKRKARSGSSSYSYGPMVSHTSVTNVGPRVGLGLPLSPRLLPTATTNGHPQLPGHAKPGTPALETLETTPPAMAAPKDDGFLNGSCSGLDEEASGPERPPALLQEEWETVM
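HEK-293-derived GP2 cells expressing PTHR1 and a GloSensor cAMP reporter, 3,000/well, plated overnight, given luciferin plus IBMX (each 0.5 mM as added) for 1 h at 37 °C, then compound for 1 h at 37 °C. Luminescence was read after 15 min at room temperature.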
GLP1R inv ag = GLP-1 receptor (human) inverse agonism. P43220. HEK293 GLP-1R CRE-luciferase, luminescence, 24 h; GLP-1R form is constitutively active. Potency, µM (top dose mostly 38.3 µM), inactives show top-dose activity change, negative = inhibition, hits mostly inhibitors. actives 1.6% (n = 410,000). AID 624417; further: potency means the concentration at half of the fitted maximal effect; on the % scale 0 is the no-effect control and ±100 the full control effect; nearly all actives have a fitted effect of over 55% in size
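Stable HEK293 clone (constitutively active GLP-1R + cAMP-response luciferase); 200 cells/uL plated, 12 h pre-culture, compound 24 hr, 37 deg C/5% CO2; detection reagent 12 min RT; luminescence.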
* marks the source's active call; other numbers are inactive results; i = inactive; ? = inconclusive; . = not tested or not shown; & = joins results of further samples; [ ] = remark or other dose. Unless noted, the call rests on the fitted dose curve; in most records, active means well fitted curve in the direction sought with a large enough effect; inconclusive means small, poorly fitted or top-dose-only effect, or another doubt; inactive means no such curve, though single readings can be large; an effect the other way counts as inactive or inconclusive.

Below each SMILES: IL2 activator	HEK293 tox	PLK1 PBD inh	PI5P4K alpha inh	EPAC1 agonist	EPAC1 antag	GLP1R ag	PTHR1 ag	GLP1R inv ag
CCCN=C1N(C)C[C@@H]2[C@@H]3C(=O)N(Cc4ccccc4)C(=O)[C@@H]3[C@](C)(C(=O)OC)N12
    -0.1	6%	-6%	0	6%	-5%	-4%	i	5%
CC(Sc1nc(N)cc(=O)[nH]1)C(=O)Nc1ccc(N2CCOCC2)cc1 (stereo not drawn)
    -0.3	-19%	-2%	-8	2%	0%	-1%	i	25%
CCOC(=O)C(=CNc1ccc(C(F)(F)F)cc1Cl)C(=O)OCC
    0.2	7%	2%	7	-10%	-10%	7%	-4%	38%[activator]
Cc1ccc2oc(=O)c3cc(C(=O)Nc4ccc(F)cc4F)sc3c2c1
    .	-12%	.	.	.	.	0%	5%	6%
CCOc1ccc(NS(=O)(=O)c2ccc(NS(=O)(=O)c3ccccc3)cc2)cc1
    -0.6	3%	-5%	.	14%	-25%	5%	-82%[inhibitor]	-3%
CC(C)(C)NC(=O)CSc1nc2cccnc2n1C1CCCCC1
    -0.4	-2%	-3%	2	5%	-16%	20%	i	?
C(=N\N1CCN(C2c3ccccc3-c3ccccc32)CC1)/c1ccncc1
    -0.2	1%	1%	24	13%	-10%	-1%	-1%[57.5 µM]	6%
COc1cccc(C(=O)Nc2ccc3c(cc2=O)[C@@H](NC(C)=O)CCc2cc(OC)c(OC)c(OC)c2-3)c1
    -2.3	-20%	4%	6	-1%	-18%	10%	-1%	5%
COc1ccc(O)c(C(=O)c2cnc3c(c2)CN(C)C(=O)N3)c1
    -1.2	?	-12%	-13	0%	0%	10%	i	?
CCOc1ccc(-n2c(SCC(=O)Nc3ccc4c(c3)OCCO4)nc3c(c2=O)SCC3)cc1
    -2.2	10%	-12%	-2	8%	3%	-12%	i	1%
N#Cc1ccc(-c2nc3c(Cl)cc(C(F)(F)F)cn3c2Cc2ccsc2)cc1
    0.9	5%	-10%	-1	-2%	-15%	-4%	-31%[inhibitor]	23%
Cc1cccc(-c2noc(CCC(=O)NCCc3ccccc3)n2)c1
    0.5	1%	-10%	-11	5%	6%	17%	-39%[inhibitor]	?
COc1ccc(S(=O)(=O)N(C)C[C@H]2Oc3ccc(NS(=O)(=O)c4cn(C)cn4)cc3C(=O)N([C@H](C)CO)C[C@@H]2C)cc1
    0.1	8%	-10%	0	2%	-6%	-2%	-8%	17%
O=C(NCc1ccccc1)C(c1cccc2ccccc12)n1c(=O)c(-c2cc3ccccc3[nH]2)nc2ccccc21 (stereo not drawn)
    0.3	390%[activator]	5%	-1	5%	5%	.	i	?
COc1ccc(N2CCN(C(CNC(=O)CC(C)(C)C)c3ccc4c(c3)OCO4)CC2)cc1 (stereo not drawn)
    -1.3	-4%	-13%	-1	-7%	-14%	0%	i	?
COc1cc(OC)cc(C(=O)OCCCOC(=O)c2cc(OC)cc(OC)c2)c1
    -2.8	-4%	-8%	26	2%	-7%	18%	i	-1%
COc1cccc(-c2nn(-c3ccc(C)cc3)cc2C(=O)N2CCc3cc(OC)c(OC)cc3C2)c1
    -3.6	?	-8%	2	9%	-17%	-1%	-51%[inhibitor]	?
COc1ccc(NC(=O)CN(C)C(=O)c2cc(C3CC3)nn2-c2ccccc2)cc1
    0.0	-20%	-5%	-7	0%	16%	4%	-18%	?
COc1ccc(CCN2CC(C(=O)NCCc3ccc(F)cc3)CCC2=O)cc1 (stereo not drawn)
    -1.6	-6%	-14%	4	2%	15%	1%	-2%	17%
O=C(COc1cc(Cl)c(Cl)cc1Cl)Nc1ccncc1
    2.4	2%	?	0	-1%	-2%	2%	-21%	11%

Next structures follow.
Below each SMILES: IL2 activator	HEK293 tox	PLK1 PBD inh	PI5P4K alpha inh	EPAC1 agonist	EPAC1 antag	GLP1R ag	PTHR1 ag	GLP1R inv ag
COc1cccc(NC(=O)CN(C)C(=O)CN2C(=O)NC3(CCCC3)C2=O)c1
    -2.8	13%	-1%	-8	-4%	1%	-8%	i	7%
CCOC(=O)c1cnc2cc(F)c(F)cc2c1N1CCOCC1
    0.8	-8%	0%	-1	3%	-8%	11%	-9%	1%
NC(COCc1ccccc1)c1csc(Nc2ncccn2)n1 (stereo not drawn)
    -0.8	0%	-4%	10	-2%	-15%	-5%	-5%	9%
COc1ccc(C(=O)N2CCCC(CCC(=O)NCc3ccc(F)c(F)c3)C2)o1 (stereo not drawn)
    -3.0	-8%	?	-11	1%	-2%	12%	-15%	-8%
COc1ccccc1-c1nn(Cc2ccccc2)cc1/C=C/C(=O)O
    -3.5	1%	-20%	0	-4%	-9%	-7%	i	11%
CCC(=NNS(=O)(=O)c1ccc(C)cc1)c1ccc(OC)c(C)c1
    -2.3	5%	-3%	1	9%	0%	-1%	i	4%
CCCn1c(C(C)Nc2nc(-c3ccc(Cl)c([N+](=O)[O-])c3)cs2)nc2ccccc21 (stereo not drawn)
    -0.1	-30%	2%	8	-10%	6%	8%	-16%	12%
CSCCC(NS(=O)(=O)c1cccs1)C(=O)NCc1ccc(C)cc1 (stereo not drawn)
    -0.7	6%	-15%	0	0%	-10%	-1%	-1%	-21%
CCC(=O)Nc1ccc2nc(C)n(Cc3ccccc3Cl)c(=O)c2c1
    0.4	-19%	0%	-6	-2%	-11%	2%	i	0%
Cc1ccc(CCNC(=O)CS(=O)Cc2nc(-c3cccs3)oc2C)cc1 (stereo not drawn)
    1.3	5%	?	-10	1%	-5%	-6%	i	-26%
Cc1ccc(CN(C)C(=O)c2ccc3c(c2)NC(=O)CS3)o1
    2.8	-2%	?	-22	5%	-25%	-3%	-26%	2%
Cc1cc(/C=C(\C#N)C(=O)NCc2ccco2)c(C)n1-c1ccc(C(=O)O)cc1
    -0.3	-17%	-16%	-5	1%	5%	0%	i	-11%
S=C(Nc1ccc(Nc2ccccc2)cc1)NN1CCOCC1
    -0.5	11%	-2%	5	-2%	1%	0%	i	-10%
COc1ccccc1CNC(=O)CCCn1c(=O)c2ccccc2n(CC(=O)NC2CCCC2)c1=O
    0.4	2%	-1%	-1	3%	7%	-8%	i	-1%
CCOc1ccc(NC(=O)COc2ccc(OC)cc2)cc1
    -0.2	0%	?	-2	-1%	2%	2%	i	8%
CCCCNC(=O)C1C(c2ccc(OC)cc2)=Nc2ccccc2N1C(=O)c1ccc2ncccc2c1 (stereo not drawn)
    -0.4	-12%	0%	-3	4%	-13%	.	-19%	?
CCCc1ccc(OCC(O)CN2CCN(c3ccccc3)CC2)cc1 (stereo not drawn)
    -0.3&0.9	-11%&-19%	0%&-5%	7&9	0%&1%	7%&10%	11%&2%	-19%	?
Cc1ccc(NC(=O)COC(=O)c2cc(Cl)ccc2[N+](=O)[O-])cc1
    -0.2	-10%	-9%	3	20%	-9%	2%	i	16%
O=C(O)CCC(=O)OCCc1cc2ccccc2c(=O)o1
    -0.4	-22%	-15%	1	-14%	5%	4%	18%	-17%
Cc1nc2ccc(S(=O)(=O)NC(C(=O)NCc3ccco3)C(C)C)cc2s1 (stereo not drawn)
    -1.2	0%	-25%	1	-26%	-11%	0%	-7%	-12%

Further entries
Below each SMILES: IL2 activator	HEK293 tox	PLK1 PBD inh	PI5P4K alpha inh	EPAC1 agonist	EPAC1 antag	GLP1R ag	PTHR1 ag	GLP1R inv ag
Cc1ccc(N2C(=O)C3C4C=CC(CNC(=S)Nc5cccc(Cl)c5)(O4)C3C2=O)cc1 (stereo not drawn)
    -4.2	-24%	-19%	-4	-2%	-22%	-2%	-25%	?
CCCCN(Cc1cc2ccccc2[nH]c1=O)C(=O)c1ccccn1
    -0.5	-9%	-9%	-5	8%	-3%	2%	i	0%
COc1ccc(C)cc1NC(=O)C1CCN(S(=O)(=O)c2ccc3c(c2)C(C)(C)C(=O)N3C)CC1
    -0.9	-4%	-1%	2	8%	2%	-6%	-38%[inhibitor]	3%
N#Cc1cccc(NC(=O)CSc2n[nH]c(=O)[nH]c2=O)c1
    1.5	1%	-9%	1	0%	-21%	-4%	-13%	2%
Cc1ccc(C(=O)NC(=S)Nc2ccccc2C(F)(F)F)cc1
    0.8	?	-12%	13	19%	?	17%	i	?
COC(=O)c1cc(S(=O)(=O)NCC2CCN(Cc3cccc(F)c3)CC2)c[nH]1
    0.0	0%&-11%	-7%	-1	4%	-7%	1%	i	-4%&-31%
COc1ccc(Cn2cc(CN3CC(N4CCN(C5CCN(C)CC5)CC4)CS3(=O)=O)nn2)cc1 (stereo not drawn)
    0.2	2%	4%	7	-1%	-3%	1%	-7%	19%
CCOCC(=O)Nc1ncc(S(=O)(=O)c2ccc([N+](=O)[O-])cc2)s1
    3.8	6%[7.66 µM]	?	0	3%	-18%	1%	-18%	2%[7.66 µM]
CCCCOC(=O)c1cccc(NC(=O)CC)c1
    -3.2	-15%	0%	2	-11%	10%	10%	-69%[inhibitor]	14%
Cc1ccc(S(=O)(=O)C[C@@H]2OC[C@H](C)N2S(=O)(=O)c2ccc(C)cc2)cc1
    -0.6	-25%	-8%	0	7%	17%	.	-24%	5%
CCc1ccc(OC2(C)CCN(CCOc3ccc(C)cc3)C2)cc1 (stereo not drawn)
    -0.4	-1%	0%	18	-4%	-12%	3%	-13%	?
CSc1ncccc1C(=O)OCC(=O)Nc1ccc(S(=O)(=O)N2CCCC2)cc1
    -0.1	-19%	-2%	-3	10%	-15%	6%	-14%	12%
CCOc1ccc(CNC(=S)N/N=C/c2ccc(OC)c(OC)c2)cc1
    0.3	?	5%	-2	16%	-6%	11%	i	9%
C=CCNC(=S)NNC(=O)c1ccc(OCC(C)C)cc1
    -2.2	-1%	-11%	.	4%	10%	3%	i	0%

Sorted by the number under GLP1R ag (low to high): some entries from above
| SMILES | GLP1R ag |
| --- | --- |
| Cc1ccc(N2C(=O)C3C4C=CC(CNC(=S)Nc5cccc(Cl)c5)(O4)C3C2=O)cc1 (stereo not drawn) | -2% |
| CSc1ncccc1C(=O)OCC(=O)Nc1ccc(S(=O)(=O)N2CCCC2)cc1 | 6% |
| CCOc1ccc(CNC(=S)N/N=C/c2ccc(OC)c(OC)c2)cc1 | 11% |

Some of the compounds tested; the hit share may differ from the screen's.
